# Bioassay records deposited in PubChem by several laboratories.
# TbMetRS inhib: Trypanosoma brucei MetRS inhibition; purified T. brucei MetRS, ATP depletion, Kinase-Glo luminescence; inhibition, % at 11.9 µM; 0.4% of 360,000 active;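 active = inhibition above a per-plate cutoff of the control wells' mean inhibition plus 3 SD, cut at about 5.5% in these data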;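 note: 0% = DMSO wells median and 100% = median of wells with control inhibitor compound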
#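 Measured by: Kinase-Glo luciferase luminescence reporting remaining unconsumed ATP. Material: purified T. brucei MetRS enzyme. Doses: 11.9 µM compound single dose, 0.9% DMSO. Medium: HEPES buffer containing pyrophosphatase, BSA, spermine, DTT. Times: 15 min preincubation, 2 h reaction, all 25 °C. Reagent: methionine, ATP and bulk E. coli tRNA.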
# bovine MsrA act: activators of bovine methionine sulfoxide reductase A. activation, % at 10.6 µM. AID 602163. 0.3% of 360,000 active. purified bovine MsrA, absorbance read-out; in the data active = activation above about 7.5%;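 note: 0% = vehicle and 100% = reference activator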
# MT1-MMP act inh: MT1-MMP (human) activation inhibition; P50281; HT1080 RFP-PRO-GFP cells, GFP/RFP ratio fluorescence, overnight; percent of plate control window, DMSO zero; GFP/RFP ratio change, % at 20 µM; 0.061% of 360,000 active; AID 651647;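 active = GFP/RFP ratio change of at least 30% with cell ATP level not reduced by more than half and red fluorescence within 50% of control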; note: strong numbers were not always called active
#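 Assay system: HT1080 RFP-PRO-GFP cells. Benchmarks: DMSO vehicle wells and RFP-L50D-GFP reporter cell wells. Times: overnight cell settling, then overnight compound exposure, 37 °C, 5% CO2. Compound: 20 µM single dose, 1% DMSO. Read-out basis: GFP/RFP fluorescence ratio.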
# MsrA inh: inhibits bovine methionine sulfoxide reductase A | AID 651718 | inhibition, % at 15.5 µM | purified bovine MsrA, absorbance read-out | 0.75% of 360,000 active; in the data active = inhibition above about 4.5%;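 note: 0% = vehicle wells with enzyme and 100% = reference inhibitor wells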
# SKN-1 inh: inhibitors of C. elegans SKN-1; C. elegans VP596 Pgst-4::GFP/RFP ratio, acrylamide-induced, 24 h; inhibition, % at 21.8 µM; 0.49% of 360,000 active;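 active = interference check ratio from 0.5 to 1.5 plus GFP to RFP signal ratio inhibition reaching or exceeding a fixed threshold, cut at about 30% in these data, passing the limit was not always enough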; note: some compounds called inactive have numbers as strong as hits
# CendR NRP1 mod: modulators of CendR peptide binding to human neuropilin-1. FAM-RPARPAR peptide binding to NRP-1, fluorescence polarization. AID 602438. O14786. 0.85% of 360,000 active. inhibition, % at 25 µM;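 active = inhibition or corrected inhibition above about 18%, plus a signal ratio from 0.5 to 1.5, limit read from the data, passing the limit was not always enough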; note: strong numbers were not always called active
# Target sequence (O14786 whole entry, looked up): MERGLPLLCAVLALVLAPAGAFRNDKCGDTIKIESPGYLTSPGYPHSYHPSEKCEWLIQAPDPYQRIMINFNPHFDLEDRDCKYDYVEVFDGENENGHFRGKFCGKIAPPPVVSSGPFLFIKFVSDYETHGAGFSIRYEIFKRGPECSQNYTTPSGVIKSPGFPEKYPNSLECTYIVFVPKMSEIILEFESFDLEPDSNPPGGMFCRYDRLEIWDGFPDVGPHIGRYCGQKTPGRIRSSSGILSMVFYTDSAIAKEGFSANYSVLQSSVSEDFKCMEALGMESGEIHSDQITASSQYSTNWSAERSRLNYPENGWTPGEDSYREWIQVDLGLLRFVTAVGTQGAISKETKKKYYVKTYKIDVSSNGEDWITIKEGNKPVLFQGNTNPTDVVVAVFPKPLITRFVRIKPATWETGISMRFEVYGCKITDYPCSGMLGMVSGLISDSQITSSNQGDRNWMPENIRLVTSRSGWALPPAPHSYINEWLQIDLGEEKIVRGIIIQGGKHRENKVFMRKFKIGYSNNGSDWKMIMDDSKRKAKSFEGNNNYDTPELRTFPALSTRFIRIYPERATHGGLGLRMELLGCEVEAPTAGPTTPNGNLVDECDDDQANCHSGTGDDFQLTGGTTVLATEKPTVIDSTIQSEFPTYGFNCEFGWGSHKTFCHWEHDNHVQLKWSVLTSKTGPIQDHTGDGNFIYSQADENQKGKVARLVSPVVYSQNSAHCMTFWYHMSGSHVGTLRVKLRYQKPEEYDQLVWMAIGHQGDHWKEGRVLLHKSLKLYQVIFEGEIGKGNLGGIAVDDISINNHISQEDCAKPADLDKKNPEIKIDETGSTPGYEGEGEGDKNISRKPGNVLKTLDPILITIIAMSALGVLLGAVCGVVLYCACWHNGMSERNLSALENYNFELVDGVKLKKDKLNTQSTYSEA
# FAS-TE inh: blocks the thioesterase domain of human fatty acid synthase. 0.67% of 360,000 active. recombinant FAS-TE, OMFH fluorogenic substrate, fluorescence endpoint. inhibition, % at 15 µM. P49327;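 active = compounds whose normalised, plate-corrected inhibition of enzyme fluorescence in the single-dose primary screen is 50% or more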;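 note: 0% = DMSO with enzyme and 100% = substrate without enzyme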
# eLon inh: inhibitors of E. coli Lon protease | 0.42% of 360,000 active | AID 602123 | purified E. coli Lon protease, fluorescence polarization | inhibition, % at 7.94 µM; in the data active = inhibition above about 13%, passing the limit was not always enough;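 note: 0% = enzyme with probe and DMSO and 100% = no enzyme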
# PABP1 MLLE inh: blocks PAM2 peptide binding to the PABP1 MLLE domain. GST-MLLE / FITC-PAM2 fluorescence polarization. inhibition, % at 20 µM. 0.36% of 360,000 active. P11940; in the data active = inhibition above about 35%, passing the limit was not always enough;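 note: plate controls were DMSO wells with GST-MLLE for no effect and wells lacking GST-MLLE protein for full effect; some results filed as inactive read as strong as hits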
# * = called active by the depositor; x = not tested or not shown.
cpd	structure	TbMetRS inhib	bovine MsrA act	MT1-MMP act inh	MsrA inh	SKN-1 inh	CendR NRP1 mod	FAS-TE inh	eLon inh	PABP1 MLLE inh
1	CCCCc1ccc(NC(=S)Nc2cccnc2)cc1	-0.5	-6	-2	-0.1	-7	-13	-1	3	35
2	COc1ccc(Br)cc1S(=O)(=O)N1CCOCC1	-0.5	0	-3	-0.1	6	-4	-4	-4	7
3	Cc1noc(/C=C/c2ccccn2)c1[N+](=O)[O-]	-0.8	-5	1	2.8	0	-4	-2	-5	16
4	O=[N+]([O-])c1cccc(-c2nn(-c3ccccc3)cc2CO)c1	-0.4	-2	-3	-1.5	0	-1	24	-8	-10
5	c1ccc2c(c1)nc1n2CCN1CCN1CCCC1	-0.5	-3	-3	-1.1	0	7	-6	-4	-3
6	Cc1c(C(c2ccc(O)cc2)c2c(C)n(C)n(-c3ccccc3)c2=O)c(=O)n(-c2ccccc2)n1C	0.6	1	2	0.6	8	4	-5	1	3
7	Cc1cccc(N(CC(=O)NC2CCCC2)C(=O)CCCC(=O)Nc2ccccn2)c1	-0.4	7.7*	1	-1.1	-7	14	-4	2	-4
8	O=C(Nc1ccc(N2CCN(Cc3ccccc3Cl)CC2)cc1)c1cccnc1	-1.6	-2	5	1.9	5	-18	3	1	-5
9	COCCN(CCOC)C(=O)c1ccc(CSc2nc3ccccc3s2)cc1	-0.7	-9	5	-0.7	2	-3	2	1	11
10	Cc1ccc(-n2nc(-c3ccc(OC(F)(F)F)cc3)cc2N)cc1C	-0.4	-2	0	0.2	3	7	34	6	10
11	O=C(CSc1nnc(Cc2ccc3c(c2)OCO3)n1C1CCCCC1)NC1CCCC1	-0.5	-1	3	0.0	12	0	-3	12	-3
12	COc1ccc(NC(=O)N(C)C[C@H]2Oc3ccc(NS(=O)(=O)c4cn(C)cn4)cc3C(=O)N([C@H](C)CO)C[C@@H]2C)cc1	-1.9	-2	0	0.0	-4	18	-10	-4	-13
13	CCc1ccccc1NC(=O)c1cnc2scc(C)n2c1=O	-0.1	-5	5	1.2	-5	-4	21	-11	-7
14	O=C(/C=C(\c1ccccc1)n1cncn1)c1ccccc1	-1.5	-8	0	0.6	-1	0	-8	6	-5
15	Cn1c(/C=C/c2ccc(Br)cc2)c([N+](=O)[O-])c(=O)n(C)c1=O	-1.1	-1	-7	1.9	12	4	15	1	6
16	COc1ccc(-c2csc(NC(C)c3nc4cc(Cl)c(N5CCCCC5)cc4n3CCOCCO)n2)cc1 (stereo not drawn)	-0.1	-1	3	0.3	13	2	10	-13	-81
17	S=C(Nc1ccc(CN2CCCCC2)cc1)Nc1cccc(Cl)c1Cl	-0.5	-1	0	1.9	3	-2	-3	1	21
18	O=C(c1cccc(Cl)c1)N1CCN(C(=O)c2ccccc2F)CC1	-0.6	-3	-3	0.4	0	-6	-5	-10	4
19	CC1CCN(CCCNC(=O)C2CCN(S(=O)(=O)N3CCCCC3)CC2)CC1	-0.7	-6	-6	-0.2	12	14	-7	-8	-5
20	Cc1ccc(C(C)C)c(OCC(=O)NNCC(=O)Nc2cccc(F)c2)c1	-0.3	3	2	-0.6	7	-5	16	1	-35

# Shown as a hit in bovine MsrA act, of those listed so far:
No. | SMILES | TbMetRS inhib | bovine MsrA act | MT1-MMP act inh | MsrA inh | SKN-1 inh | CendR NRP1 mod | eLon inh | PABP1 MLLE inh
7 | Cc1cccc(N(CC(=O)NC2CCCC2)C(=O)CCCC(=O)Nc2ccccn2)c1 | -0.4 | 7.7* | 1 | -1.1 | -7 | 14 | 2 | -4

# (listing goes on)
cpd	structure	TbMetRS inhib	bovine MsrA act	MT1-MMP act inh	MsrA inh	SKN-1 inh	CendR NRP1 mod	FAS-TE inh	eLon inh	PABP1 MLLE inh
21	COc1cc(C(C(=O)NC(C)(C)C)N(C(=O)CNC(=O)c2cccs2)c2ccc(C(C)C)cc2)cc(OC)c1OC (stereo not drawn)	-0.1	0	1	0.1	5	5	2	-1	-2
22	CC(C)Cn1c(SCC(=O)NCCCN2CCCC2=O)nc2ccccc21	-0.6	-7	-3	-0.4	-1	-2	-5	11	-4
23	O=C(COC(=O)CC1c2ccccc2CCN1S(=O)(=O)c1ccc(F)cc1)Nc1ccccc1 (stereo not drawn)	0.8	-1	1	-0.7	0	-2	27	2	11
24	COc1ccc(O)c(CN2CCC(n3nccc3NC(=O)CCOc3ccccc3)CC2)c1	0.1	-9	4	-0.8	-24	-5	-11	6	2
25	O=C(CCC1CCCC1)N[C@@H](Cc1ccc(O)cc1)C(=O)O	-0.3	-1	-2	-0.5	-1	3	-5	6	12
26	COc1ccc(F)cc1C(=O)C1CCCN(Cc2ccc(Sc3nncn3C)o2)C1 (stereo not drawn)	-0.3	-5	-2	0.9	1	-12	-10	-9	-1
27	CCc1c(O)nc(SCC(=O)N2CCCCC2)n(-c2ccccc2C)c1=O	-0.8	-5	-1	x	4	1	-6	-6	22
28	CCOc1cc(C=O)ccc1OCCn1c([N+](=O)[O-])cnc1C	0.0	0	-4	-0.4	8	3	2	-12	-6
29	CC(C)(C)OC(=O)NCCCCCNC(=O)c1[nH]cnc1C(=O)Nc1ccon1	-0.1	-2	5	0.5	4	3	-11	-8	0
30	C=CCNC(=O)CN(c1ccc(F)cc1)S(=O)(=O)c1ccc(OC)cc1	-1.4	-9	0	-0.3	-5	-3	-4	9	4
31	CC(=C1C(=O)c2ccccc2C1=O)N1CCN(CCN=CC2=C(O)CC(C)(C)CC2=O)CC1	-0.6	-6	2	0.5	2	0	-7	-5	18
32	COC(=O)C1=C(C)N(c2ccc(C)c(C)c2)/C(=C/c2ccc(O)cc2)C1=O	-0.9	-14	4	0.0	-2	12	-12	-3	-8
33	O=C(c1ccccc1)N1CCN(c2ncnc3c2cnn3-c2ccccc2)CC1	-0.6	-3	-2	-0.7	9	5	-6	2	-4
34	COc1ccc(-c2nnc(CSc3nc4ccccc4c(=O)n3C)o2)cc1OC	0.3	0	-2	x	13	-2	7	-1	26
35	COc1ccc(N(C)C(=O)c2cc3c(s2)-c2c(C)cccc2OC3)c(OC)c1	-1.4	-4	-7	0.2	5	2	27	2	-9
36	Cc1ccccc1NC(=O)Cc1nnc(SCC(=O)N2CCOCC2)n1C	0.2	-3	-1	0.7	22	7	-5	3	7
37	CC(NC(=O)CCC(=O)NC(C)c1ccccc1)c1ccccc1 (stereo not drawn)	-1.1	-9	4	-1.2	-13	1	-3	0	-11
38	O=C(c1ccc([N+](=O)[O-])cc1)N1CCN(c2ncccn2)CC1	-0.6	-2	-7	0.0	1	-1	-1	8	-10
39	CN(Cc1ccccc1)C(=O)c1ncn(Cc2ccccc2)c1C(=O)N(C)Cc1ccccc1	-0.3	-3	-3	-0.5	-5	8	-2	-14	0
40	CCOC(=O)c1cc(-c2ccccc2)nc2ccc(C)cc12	-0.3	-3	2	-0.2	14	12	21	1	-9

# Complete entries, quoted from the list.
# `O=C(c1ccccc1)N1CCN(c2ncnc3c2cnn3-c2ccccc2)CC1` is entered as TbMetRS inhib: -0.6; bovine MsrA act: -3; MT1-MMP act inh: -2; MsrA inh: -0.7; SKN-1 inh: 9; CendR NRP1 mod: 5; FAS-TE inh: -6; eLon inh: 2; PABP1 MLLE inh: -4
# `CC(NC(=O)CCC(=O)NC(C)c1ccccc1)c1ccccc1` (stereo not drawn) is entered as TbMetRS inhib: -1.1; bovine MsrA act: -9; MT1-MMP act inh: 4; MsrA inh: -1.2; SKN-1 inh: -13; CendR NRP1 mod: 1; FAS-TE inh: -3; eLon inh: 0; PABP1 MLLE inh: -11

# Next part.
cpd	structure	TbMetRS inhib	bovine MsrA act	MT1-MMP act inh	MsrA inh	SKN-1 inh	CendR NRP1 mod	FAS-TE inh	eLon inh	PABP1 MLLE inh
41	CC(C)c1ccc(/C=N\NC(=O)c2ccc(Cn3cccn3)o2)cc1	-0.9	-9	8	2.2	-14	-83	1	-12	-1
42	O=C(O)c1cccc2c1C(=O)c1ccc(-c3ccc(F)cc3OCc3ccccc3)cc1S2(=O)=O	0.2	-10	9	x	-5	-15	7	-8	3
43	Cc1nn(-c2ccccc2)c(C)c1NC(=O)CCl	-0.9	-7	0	-0.6	-10	0	-8	22	2
44	CCOc1ccc(CNC(=O)C2CC(=O)N(C3CCCC3)C2)cc1OC (stereo not drawn)	0.4	-4	-1	-0.5	9	1	-8	-7	8
45	O=C1CC(c2ccccc2)CC(O)=C1C=NCc1ccc(Cl)c(Cl)c1 (stereo not drawn)	1.2	0	0	0.4	7	6	8	11	5
46	CCOC(=O)[C@]12CCCC=C1N(CCC1=CCCCC1)C(=O)[C@H](CC(=O)NCC1CCCCC1)C2	-1.0	x	-10	1.0	12	11	x	x	x
47	CC1CCCCN1C(=O)CCC(=O)Nc1nnc(C(F)(F)F)s1 (stereo not drawn)	-0.2	-3	3	-0.1	-1	2	-4	10	0
48	Cc1ccc(-c2nnc(C)c(N3CCCC3)n2)cc1	0.6	0	-1	-0.2	0	7	-1	-5	-3
49	COc1cc(C)c(NC(=S)Nc2ccc(C)c(Cl)c2)cc1OC	-1.0	-2	-1	0.4	7	8	-1	4	26
50	O=C(CCc1ccccc1)NNC(=O)Cc1ccccc1	-0.6	1	3	0.5	4	5	-4	-1	-4
51	Cc1ccc(-c2n[nH]c3c2C(c2cccc(O)c2)N(c2ccc(C(=O)O)cc2)C3=O)cc1 (stereo not drawn)	0.3	0	1	1.0	10	-29	-5	-18	-4
52	O=C(COC(=O)c1ccc(Br)c(S(=O)(=O)N2CCOCC2)c1)NCCc1ccccc1	-0.3	-3	0	0.0	2	-8	4	0	-4
53	CN(Cc1ccccc1)C(=O)C1CCN(S(=O)(=O)c2ccc(-n3cnnn3)cc2)CC1	0.3	-3	2	1.6	0	4	22	-5	-8
54	N#CC(C(=O)NCCc1ccccc1)c1nc2ccccc2nc1N1CCOCC1 (stereo not drawn)	-0.4	-3	-101	-0.2	7	16	22	-4	-50
55	O=C(CN1C(=O)NC2(CCCC2)C1=O)N1CCN(S(=O)(=O)c2ccccc2)CC1	-2.5	0	2	0.6	7	-6	-4	0	-13
56	C=CCNC(=S)/N=c1/scc(C)n1C	-0.9	-5	1	1.9	14	-9	-5	3	-59
57	CN1CCN(CC(=O)NC23CC4CC(CC(C4)C2)C3)CC1	0.2	-3	1	0.5	10	15	-3	-3	-3
58	Cc1cc(=O)n(CC(=O)Nc2cc(Cl)ccc2C)c(C(C)C)n1	1.4	-3	0	1.0	-3	-3	-5	-9	6
59	Cn1c(CNC(=O)CCNC(=O)c2cccc(F)c2)cc(=O)n(C)c1=O	0.4	-4	-5	-1.6	21	2	-2	-2	1
60	CC(=O)Nc1ccc(S(=O)(=O)NC2(C(F)(F)F)NC(=O)N(c3ccc(Cl)cc3)C2=O)cc1 (stereo not drawn)	-1.1	-11	-4	0.6	3	-12	-9	-1	11

# Of the compounds above, these have a CF3 group.
cpd	structure	TbMetRS inhib	bovine MsrA act	MT1-MMP act inh	MsrA inh	SKN-1 inh	CendR NRP1 mod	FAS-TE inh	eLon inh	PABP1 MLLE inh
10	Cc1ccc(-n2nc(-c3ccc(OC(F)(F)F)cc3)cc2N)cc1C	-0.4	-2	0	0.2	3	7	34	6	10
47	CC1CCCCN1C(=O)CCC(=O)Nc1nnc(C(F)(F)F)s1 (stereo not drawn)	-0.2	-3	3	-0.1	-1	2	-4	10	0
60	CC(=O)Nc1ccc(S(=O)(=O)NC2(C(F)(F)F)NC(=O)N(c3ccc(Cl)cc3)C2=O)cc1 (stereo not drawn)	-1.1	-11	-4	0.6	3	-12	-9	-1	11
